BLM inh: qHTS Assay for Inhibitors of Bloom's syndrome helicase (BLM); AID 2528, 2010; 0.2% of 350,000 active; recombinant BLM DNA unwinding, fluorescence dequenching; RecQ-like DNA helicase BLM (Homo sapiens), P54132; Potency, µM (highest dose often 56.1 µM), inactives show top-dose activity change, negative = inhibition, usual class: inhibitors;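 further: potency means the concentration at half of the fitted maximal effect; plate controls were vehicle for no effect and no enzyme for full effect; nearly all actives have a fitted effect of over 35% in size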
Tb PGK inh: qHTS Assay to Find Inhibitors of Phosphoglycerate Kinase; PGK/GAPDH coupled, Kinase-Glo luminescence, 60 min; 0.043% of 380,000 active; Potency, µM (doses to about 57.5 µM), inactives show at the highest dose activity change, negative = inhibition, usual class: inhibitors; further: potency means the concentration at half of the fitted maximal effect; on the % scale 0 is the no-effect control and ±100 the full control effect; nearly all actives have a fitted effect of over 60% in size
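Recombinant glycosomal PGK reaction used 1,3-bisphosphoglycerate generated in-well by GAPDH (100nM final) in 100mM TEA pH 7.6, 5mM MgCl2, 0.01% Tween-20. After 60 minutes at room temperature, ATP was read by Kinase-Glo Plus luminescence end-point.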
Pol kappa inh: qHTS for Inhibitors of Polymerase Kappa. Potency, µM (highest dose often 107 µM), for the others: top-dose activity, negative = inhibition, actives largely listed as inhibitors. 0.53% of 400,000 active. DNA polymerase kappa (Homo sapiens), Q9UBT6. purified Pol kappa, fluorescent DNA synthesis assay, 10 min; further: potency means the concentration at half of the fitted maximal effect; on the % scale 0 is the no-effect control and ±100 the full control effect
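First, compounds were pin-transferred onto 10 nM Pol kappa. After 15 min at room temperature, substrate was added to 50 nM final. Fluorescence was then measured kinetically at 0 and 10 min.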
Pol eta inh: qHTS for Inhibitors of Polymerase Eta; Potency, µM (doses to about 114 µM), inactives show at the highest dose activity change, negative = inhibition, actives largely listed as inhibitors; AID 588591, 2011; recombinant Pol eta, fluorescent DNA replication assay; 1.2% of 390,000 active; further: potency means the concentration at half of the fitted maximal effect; on the % scale 0 is the no-effect control and ±100 the full control effect
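Fluorescent replication assay: 50 nM final substrate added after a 15 min room-temperature compound preincubation with 10 nM enzyme. Signal taken at 0 min and again at 10 min.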
Apoferritin bind: qHTS Assay for Identification of Novel General Anesthetics | 0.074% of 350,000 active | apoferritin/1-aminoanthracene competitive binding, fluorescence | Ferritin light chain (Equus caballus), P02791 | AID 485281, 2010 | Potency, µM (titrated, usually from 77.5 µM), inactives show top-dose activity change, negative = displacement, usual class: inhibitors; further: potency means the concentration at half of the fitted maximal effect; on the % scale 0 is the no-effect control and ±100 the full control effect; nearly all actives have a fitted effect of over 20% in size
Target sequence (P02791 2-175 limits assumed): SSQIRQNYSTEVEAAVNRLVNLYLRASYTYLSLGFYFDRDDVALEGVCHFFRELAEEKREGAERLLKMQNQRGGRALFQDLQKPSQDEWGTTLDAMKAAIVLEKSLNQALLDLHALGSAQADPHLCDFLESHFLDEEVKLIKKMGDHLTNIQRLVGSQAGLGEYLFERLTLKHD
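Concentration-response curves derived by four-parameter Hill fitting of normalized fluorescence, where compounds displaced 1-AMA from 10 uM horse apoferritin following a brief 10 min room-temperature incubation; propofol titration acted as positive control.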
POLI inh: qHTS for Inhibitors of Polymerase Iota | Pol iota fluorescent replication assay, 10 min | Potency, µM (series often up to 115 µM), for inactives: at the top dose activity, negative = inhibition, hits mostly inhibitors | 1% of 390,000 active; further: potency means the concentration at half of the fitted maximal effect
Target sequence (Q9UNA4 whole entry, looked up): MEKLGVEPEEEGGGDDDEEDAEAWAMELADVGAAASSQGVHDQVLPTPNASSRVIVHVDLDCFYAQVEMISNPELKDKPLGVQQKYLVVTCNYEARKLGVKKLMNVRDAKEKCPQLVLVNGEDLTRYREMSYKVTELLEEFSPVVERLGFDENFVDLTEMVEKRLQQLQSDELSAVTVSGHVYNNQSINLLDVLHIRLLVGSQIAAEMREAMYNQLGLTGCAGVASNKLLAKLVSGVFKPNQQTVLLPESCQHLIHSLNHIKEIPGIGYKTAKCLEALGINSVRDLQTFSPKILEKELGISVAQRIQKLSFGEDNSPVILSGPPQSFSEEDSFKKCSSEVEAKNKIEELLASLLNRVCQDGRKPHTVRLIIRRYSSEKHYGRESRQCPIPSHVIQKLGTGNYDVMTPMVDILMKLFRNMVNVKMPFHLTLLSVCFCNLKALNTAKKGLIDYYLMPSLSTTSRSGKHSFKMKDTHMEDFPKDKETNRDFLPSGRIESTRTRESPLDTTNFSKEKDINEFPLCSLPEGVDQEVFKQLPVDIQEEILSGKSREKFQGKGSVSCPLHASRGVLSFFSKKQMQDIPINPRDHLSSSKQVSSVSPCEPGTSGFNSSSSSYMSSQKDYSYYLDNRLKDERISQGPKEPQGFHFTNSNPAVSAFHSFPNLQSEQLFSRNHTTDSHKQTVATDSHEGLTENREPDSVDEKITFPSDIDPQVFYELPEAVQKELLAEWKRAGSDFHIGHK
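Pol iota at 10 nM preincubated 15 min with compounds at room temperature; reaction started with fluorescent substrate, 50 nM final. Fluorescence read kinetically at 0 and 10 min; buffer-only wells as negative control.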
POLB inh: qHTS Assay for Inhibitors of DNA Polymerase Beta; Pol beta primer extension/strand displacement, fluorescence kinetic; 1.3% of 340,000 active; Potency, µM (top dose mostly 114 µM), without a hit: at the highest dose activity change, negative = inhibition, actives largely listed as inhibitors; P06746; further: potency means the concentration at half of the fitted maximal effect; on the % scale 0 is the no-effect control and ±100 the full control effect
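Preincubation: enzyme (10 nM) with compound, 15 min, RT. Reaction: substrate added to 50 nM final. Reads: 0 and 10 min. Analysis: normalized, Hill fit.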
APE1 inh: qHTS Assay for Inhibitors of the Human Apurinic/apyrimidinic Endonuclease 1 (APE1); DNA repair nuclease/redox regulator APEX1 (Homo sapiens), P27695; recombinant APE1, TAMRA/BHQ-2 abasic DNA cleavage fluorescence; Potency, µM (doses to about 65.8 µM), for the others: at the highest dose activity change, negative = inhibition, most hits filed as inhibitors; 0.35% of 350,000 active;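 further: potency means the concentration at half of the fitted maximal effect; plate controls were vehicle for no effect and reference inhibitor for full effect; nearly all actives have a fitted effect of over 55% in size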
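Step 1: APE1 (0.75 nM) with compound, 15 min RT. Step 2: add 50 nM fluorophore/quencher THF duplex. Step 3: three fluorescence reads 60 s apart (525/598 nm); read 3 minus read 1 = reaction progress.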
RXFP1 antag: qHTS Assay for Antagonists of the Relaxin Receptor RXFP1; 0.59% of 350,000 active; Relaxin receptor 1 (Homo sapiens), Q9HBX9; AID 1259400, 2018; activity change, negative = inhibition, % at 57.5 µM; HEK293-RXFP1, relaxin-stimulated cAMP HTRF, 30 min; stronger effect = lower value;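 active means activity change of -60% or lower, but not beyond a set lower limit; inconclusive means change between -60% and -40%, or beyond the set limit; inactive means change above -40%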; further: on the % scale 0 is the no-effect control and ±100 the full control effect
* hit, by the source's call; i = inactive; u = inconclusive; x = no result given; [ ] = remark or other dose. Unless noted, the call rests on the fitted dose curve; in most records, active means well fitted curve in the direction sought with a large enough effect; inconclusive means small, poorly fitted or top-dose-only effect, or another doubt; inactive means no such curve, though single readings can be large; an effect the other way counts as inactive or inconclusive. Some of the compounds tested; rates above refer to the full screens.

no.	SMILES	BLM inh	Tb PGK inh	Pol kappa inh	Pol eta inh	Apoferritin bind	POLI inh	POLB inh	APE1 inh	RXFP1 antag
1	O=C1/C(=C\c2ccccc2)CCc2c1[nH]c1ccccc21	-5%	7%	-5%	-10%	-2%	-3%	u	-2%	-8
2	COc1cccc(NC(=O)COC(=O)c2ccc3c(c2)OCO3)c1	x	-4%	-3%	-9%	x	102%[activator]	x	9%	-4
3	Cc1ccc(C(=O)NC(=S)Nc2cccc3c(C)cc(C)nc23)cc1	-10%	3%	-7%	-8%	-21%	38%[activator]	27%	-1%	-9
4	CC(=O)Nc1ccc(NC(=O)c2csnn2)cc1	-4%	9%	-4%	-16%	3%	34%[activator]	-8%	x	-14
5	Fc1ccc(-n2c(-c3ccc4ccccc4n3)n[nH]c2=S)cc1Cl	-4%	i	2%	-14%	-6%	183%[activator]	27%	0%	-11
6	CCOc1cc(N2CCOCC2)c(OCC)cc1NC(=O)COC(=O)c1ccc(Cl)cc1N	x	0%	-4%	-9%	x	8%	x	-2%	7
7	CC(C)Oc1ccc(C(=O)NC2=NCCS2)cc1	-1%	8%	-35%	-17%	-6%	86%[activator]	10%	11%	11
8	CCc1nnc(NC(=O)C(CC)CC)s1	-3%	-6%	9%	-14%	-9%	-8%	2%	0%	10
9	Cc1ccc(-c2onc(C)c2C)cc1S(=O)(=O)NC1CCC(C)CC1 (stereo not given)	-10%	i	4%	-19%	u	3%	1%	x	1
10	CCN1CCN(CCCNC(=O)C(=O)c2c(C)[nH]c3ccccc23)CC1	-6%	-1%	-27%	-12%	-1%	u	-1%	-5%	-9
11	O=C(Nc1ccc(O)cc1)/C(=C\C=C\c1ccccc1)NC(=O)c1ccccc1	-21%	-6%	-8%	-2%	-4%	-2%	-15%	-8%	-1
12	Cc1ncc(CN2CCC(CO)(Cc3ccccc3)CC2)s1	-1%	-5%	5%	-13%	-1%	-1%	-17%	19%	1
13	COc1ccc(/C=C(\C#N)C(=O)NCC2CCCO2)cc1OC (stereo not given)	0%	-9%	-13%	-14%	-10%	7%	27%	15%	1
14	O=C(/C=C(\O)c1ccc(Cl)cc1)C(=O)NNC(=O)C(O)(c1ccccc1)c1ccccc1	-13%	2%	u	u	u	u	14%	-2%	-18
15	CCOc1ccc(NC(=O)c2ccc3c(=O)n(-c4ccc(OC)cc4OC)c(=S)[nH]c3c2)cc1	-3%	x	x	x	-3%	x	-4%	-24%	x
16	O=C(CN1CCOCC1)Nc1ncc(Cc2cccc3ccccc23)s1	-6%	7%	-7%	-3%	-1%	6%	0%	-5%	-2
17	CCOC(=O)c1c(-c2ccccc2)nc2ccc(C)cn12	1%	-3%	-2%	-18%	-23%	22%	15%	-1%	-4
18	O=C(NCc1nc2ccccc2[nH]1)c1ccccc1F	-2%	-7%	5%	-7%	2%	16%	-1%	-4%	-8
19	O=C(CNC(=O)c1ccc(S(=O)(=O)N2CCCC2)cc1)N/N=C/c1ccc(F)cc1	-1%	x	-1%	-19%	-11%	-10%	-1%	-4%	-1
20	O=C1CCC(C(=O)N2CCc3c(Cl)cccc3C2)CN1CCCN1CCOCC1 (stereo not given)	2%	5%	-1%	-5%	-4%	11%	39%	-10%	0

Next part (four carried over from the part before).
no.	SMILES	BLM inh	Tb PGK inh	Pol kappa inh	Pol eta inh	Apoferritin bind	POLI inh	POLB inh	APE1 inh	RXFP1 antag
17	CCOC(=O)c1c(-c2ccccc2)nc2ccc(C)cn12	1%	-3%	-2%	-18%	-23%	22%	15%	-1%	-4
18	O=C(NCc1nc2ccccc2[nH]1)c1ccccc1F	-2%	-7%	5%	-7%	2%	16%	-1%	-4%	-8
19	O=C(CNC(=O)c1ccc(S(=O)(=O)N2CCCC2)cc1)N/N=C/c1ccc(F)cc1	-1%	x	-1%	-19%	-11%	-10%	-1%	-4%	-1
20	O=C1CCC(C(=O)N2CCc3c(Cl)cccc3C2)CN1CCCN1CCOCC1 (stereo not given)	2%	5%	-1%	-5%	-4%	11%	39%	-10%	0
21	O=C(O)c1ccc(C(=O)Nc2ccc(F)cc2)cc1	x	-5%	-20%	-4%	x	-28%	x	46%[activator]	x
22	O=C(CCCCn1c(=O)c2ccccc2n(Cc2cccc(Cl)c2)c1=O)NCc1ccc2c(c1)OCO2	-2%	-2%	-3%	-13%	2%	-9%	-3%	x	x
23	O=C(O)c1cc(-c2ccccc2)on1	-5%	3%	-8%	-8%	-9%	-8%	4%	1%	-5
24	CCOC(=O)c1cnc2c(ccc3ccccc32)c1Nc1ccc(OCC)cc1	-10%	-4%	-9%	-20%	-1%	-24%	19%	x	x
25	CN1CCN(c2ccccc2NC(=O)c2cc3ccccc3o2)CC1	-13%	-1%	-7%	-14%	-12%	-14%	21%	13%	20
26	CC1CCCCC1NC(=O)c1c(O)nc2ccccn2c1=O (stereo not given)	x	i	-1%	3%	x	30%	x	13%	26
27	Cc1ccc(C(=O)NCCCNC(=O)COc2ccc(Cl)cc2)cn1	-1%	9%	-5%	5%	-1%	-9%	18%	39%[12.4 µM]	-13
28	O=c1cnn(Cc2ccc(Cl)c(Cl)c2)c2ccccc12	-4%	-3%	-29%	-12%	-17%	33%[activator]	23%	15%	1
29	CC(C)=CC(O)C/C(C)=C/COc1ccc2ccc(=O)oc2c1 (stereo not given)	0%	-6%	-15%	-10%	u	26%	-22%	3%	6
30	COc1ccc(/C=N/NC(=O)CCc2n[nH]c(=O)[nH]c2=O)cc1OC	-1%	-1%	-6%	-13%	7%	2%	4%	-3%	4
31	COc1cccc(OC)c1C(=O)Nc1ccc2c(c1)N(S(=O)(=O)c1cccs1)CCC2	-7%	-1%	-7%	-9%	6%	3%	0%	-12%	-4
32	Cc1ccc(S(=O)(=O)Nc2ccccc2N2CCCCC2)cc1	x	-5%	-2%	-31%	x	-21%	x	12%	0
33	COc1cc(OC)c(C(=O)Oc2ccc3c(c2)OCO3)cc1OC	5%	-5%	-3%	-13%	-13%	-9%	6%	-1%	4
34	CN1C(=O)Cc2cc(S(=O)(=O)CCC(=O)Nc3ccc(OC(F)(F)F)cc3)ccc21	-3%	1%	10%	-9%	-12%	-10%	31%	x	x
35	COc1ccc2nc(SCC(=O)Nc3cc(OC)c(OC)cc3C(=O)O)c(C)cc2c1	-1%	-4%	-15%	u	-10%	87%[activator]	-25%	5%	6
36	O=C(CCCNC(=O)/C(=C/c1ccccc1F)NC(=O)c1ccccc1)OCc1ccccc1	-13%	3%	-1%	-22%	1%	52%[activator]	1%	-5%	-16
37	CC(=O)c1ccc(NC(=O)CSc2nnc(NC(=O)NC3CCCCC3)s2)cc1	-2%	2%	0%[60.1 µM]	0%	u	6%	28%	x	-17
38	CCOC(=O)C(Oc1ccc2c(-c3ccccc3)cc(=O)oc2c1)c1ccccc1 (stereo not given)	-6%	4%	-4%	-17%	-21%	187%[activator]	13%	-1%	-8
39	CCC(C(=O)NCc1ccccn1)n1c2ccccc2c2nc(=O)cc(C)n21 (stereo not given)	3%	-3%	-23%	-11%	-2%	1%	31%	7%	8
40	COc1ccc(CCn2c(=S)[nH]c3cc(C(=O)NCc4ccco4)ccc3c2=O)cc1OC	-3%	0%	-12%	u	u	3%	22µM*	-1%	-22
41	CC(Sc1nnc(-c2cccnc2)o1)C(=O)NC1CCCC1 (stereo not given)	x	3%	-16%	-8%	x	12%	x	1%	-5
42	CCN(CC)S(=O)(=O)c1ccc(OC)c(NC(=O)c2cccc(C)c2[N+](=O)[O-])c1	-4%	7%	-16%	-5%	u	10%	13%	-3%	-1
43	COc1ccc(C2=Nn3c(nnc3-c3ccccc3OC)SC2)cc1OC1CCOC1 (stereo not given)	x	i	45µM*	-6%	x	24%	x	36%	x
44	COc1cccc(NC(=O)COC(=O)CC2CC3CCC2C3)c1 (stereo not given)	x	-4%	-9%	-16%	x	u	x	5%	-1
45	O=C(COC(=O)c1cnccn1)Nc1ccc2c(c1)OCO2	-2%	2%	-1%	-4%	-1%	u	9%	3%	-19
46	Cc1nnc(SCC(=O)NCc2ccccc2Cl)c2nn(-c3ccccc3)c(C)c12	-2%	i	-11%	-2%	-5%	-7%	-16%	x	-14
47	CCCc1nnc(NC(=O)C(=O)NCCN(CC)CC)s1	-3%	0%	-7%	-9%	3%	-6%	3%	-3%	-3
48	Cc1ccc(NC(=O)CSc2ncn[nH]2)cc1C	4%	2%	-5%[60.1 µM]	-8%	-2%	-3%	2%	x	1
49	O=C(Nc1cccnc1)C1CCCN1S(=O)(=O)c1ccc(Cl)c(Cl)c1 (stereo not given)	-1%	-3%[11.5 µM]	-7%	8%	-7%	4%	-13%	-3%	-11
50	COc1cc(Cn2c(-c3ccc(O)c(OC)c3)nc3ccccc32)ccc1O	-6%	0%	-24%	-3%	-3%	16%	1%	6%	8
51	COc1ccc(C)cc1N(CC(=O)Nc1ccc(S(=O)(=O)N2CCCC2)cc1)S(C)(=O)=O	-4%	12%	-5%	-12%	-8%	28%	-26%	-6%	-8
52	CCc1nnc(NC(=O)CSc2ncc(-c3ccccc3)[nH]2)s1	-5%	0%	-10%	-10%	-19%	31%[activator]	-11%	1%	4
53	Cc1c(Cl)ccc2sc(N3CCN(C(=O)C(C)C)CC3)nc12	-1%	-10%	-3%[60.1 µM]	-19%	-5%	7%	-25%	x	x
54	COc1ccc(OCCN2CCCC2)cc1Nc1nnc(Cl)c(Nc2ccccc2S(C)(=O)=O)n1	x	-3%	6%	-5%	x	-8%	x	x	x
55	CCCN1C(=O)c2ccc(C(=O)Nc3ccccc3C(=O)O)cc2C1=O	-3%	-7%	-3%	7%	-11%	-21%	36%	-11%	-21

Compound activity from PubChem.
